hIAP inh: human IAP inhibition | 0.12% of 330,000 active | P09923 | inhibition, % at 10 µM | purified IAP, CDP-Star luminescence, 30 min;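 active means inhibition reaching a set limit with compound at 10 µM in the primary screen, cut at about 35% in these data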;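 further: plate controls were DMSO wells with enzyme for no effect and no-enzyme buffer wells for full effect; values of inactives mirror those of a sister screen read the other way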
TIM10 inh: TIM10 yeast growth inhibition | 1.4% of 330,000 active | inhibition, % at 10 µM | S. cerevisiae TIM10 strain growth, BacTiter-Glo luminescence, 24 h;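 active means inhibition of 40% or more at the single tested concentration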;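 further: wild-type TIM10 isogenic control strain grown at permissive 25 °C; 0% = DMSO yeast wells and 100% = minimal medium wells without yeast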
Apaf-1 inh: human Apaf-1 inhibition. reconstituted apoptosome caspase-3 activity, DEVD-Rh110 fluorescence. inhibition, % at 20 µM. 0.71% of 330,000 active. AID 489030; active means inhibition of at least 40% at 20 µM;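 further: plate controls were DMSO wells for no effect and DEVD-CHO caspase inhibitor wells for full effect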
Target sequence (O14727 whole entry, looked up): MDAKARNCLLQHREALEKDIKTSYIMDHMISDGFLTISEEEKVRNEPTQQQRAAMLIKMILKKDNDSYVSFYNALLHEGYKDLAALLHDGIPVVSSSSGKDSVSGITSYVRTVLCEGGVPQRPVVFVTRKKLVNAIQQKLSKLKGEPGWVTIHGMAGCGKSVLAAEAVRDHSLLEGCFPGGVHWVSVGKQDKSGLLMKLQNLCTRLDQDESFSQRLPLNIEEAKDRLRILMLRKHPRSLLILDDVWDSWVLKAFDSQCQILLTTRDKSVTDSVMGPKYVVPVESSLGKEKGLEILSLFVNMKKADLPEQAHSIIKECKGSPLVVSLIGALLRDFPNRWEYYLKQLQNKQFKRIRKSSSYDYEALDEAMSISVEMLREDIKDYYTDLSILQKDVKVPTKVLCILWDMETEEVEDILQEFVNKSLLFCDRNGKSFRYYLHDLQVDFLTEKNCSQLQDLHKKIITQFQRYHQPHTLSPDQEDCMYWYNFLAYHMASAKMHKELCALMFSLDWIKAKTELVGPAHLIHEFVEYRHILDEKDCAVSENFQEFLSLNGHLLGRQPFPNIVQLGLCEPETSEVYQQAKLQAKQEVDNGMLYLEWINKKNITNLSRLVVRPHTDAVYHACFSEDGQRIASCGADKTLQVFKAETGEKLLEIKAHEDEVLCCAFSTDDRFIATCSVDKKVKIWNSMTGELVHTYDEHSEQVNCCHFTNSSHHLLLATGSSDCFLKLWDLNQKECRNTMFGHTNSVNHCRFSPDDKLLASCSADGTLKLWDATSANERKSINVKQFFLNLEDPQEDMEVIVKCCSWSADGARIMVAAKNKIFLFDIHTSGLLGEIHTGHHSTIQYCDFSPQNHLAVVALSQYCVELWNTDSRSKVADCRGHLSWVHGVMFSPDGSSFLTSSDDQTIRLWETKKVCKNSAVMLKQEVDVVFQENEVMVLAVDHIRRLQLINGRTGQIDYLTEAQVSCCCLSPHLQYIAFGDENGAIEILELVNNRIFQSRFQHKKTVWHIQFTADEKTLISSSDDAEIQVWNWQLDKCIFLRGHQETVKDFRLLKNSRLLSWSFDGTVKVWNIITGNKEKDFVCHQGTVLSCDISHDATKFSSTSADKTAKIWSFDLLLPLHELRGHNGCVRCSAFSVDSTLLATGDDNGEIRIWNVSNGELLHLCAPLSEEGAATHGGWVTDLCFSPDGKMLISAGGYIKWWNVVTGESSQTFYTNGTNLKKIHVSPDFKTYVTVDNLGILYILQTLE
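Material: reconstituted apoptosome with Apaf-1, cytochrome c, caspase-9, procaspase-3, dATP / Buffer or medium: pH 7.5 Hepes buffer with CHAPS, BSA, DTT / Also added: cytochrome c with DEVD-Rh110 / Schedule: compound with Apaf-1, dATP, procaspase-3 30 min, then 50 min reaction, room temperature / Technique: rhodamine 110 fluorescence at Ex 480/Em 540 nm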
hIAP act: increases human intestinal alkaline phosphatase activity | P09923 | 0.16% of 330,000 active | purified human IAP, CDP-Star luminescence, 30 min; stronger effect = higher value; 1 = vehicle-only enzyme, 0 = enzyme-free background | activation factor at 10 µM;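 active means activation factor of the enzyme at least 2-fold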; further: the source names both 10 and 20 µM as test concentration; values of inactives mirror those of a sister screen read the other way
ATG4B inh: ATG4B (human) cysteine protease inhibition; inhibition, % at 8.33 µM; ATG4B cleavage of LC3-PLA2, NBD-HPC fluorescence, 1 h; 0.51% of 340,000 active; in the data active means inhibition above about 40%
mIAP inh: mouse IAP inhibition; inhibition, % at 10 µM; 0.2% of 330,000 active; purified mouse IAP, CDP-Star luminescence, 30 min;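 active means inhibition of at least 40% at 10 µM in the primary screen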;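 further: plate controls were DMSO with enzyme for no effect and no enzyme wells for full effect; values of inactives mirror those of a sister screen read the other way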
NLRP3 yeast inh: NALP3 inhibition in yeast; Yeast reconstituted NLRP3/ASC/caspase-1, beta-gal luminescence, 24 h; inhibition, % at 10 µM; 0.39% of 330,000 active; AID 2825;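 active means inhibition of 50% or more; inactive means inhibition below 50%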;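 further: plate controls were induced DMSO wells for no effect and uninduced yeast grown without galactose for full effect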
mIAP act: mouse IAP activation. muIAP, CDP-Star luminescence, 30 min; stronger effect = higher value; 1 = vehicle-only enzyme signal, 0 = enzyme-free wells. activation factor at 10 µM. 0.24% of 330,000 active;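 active means activation factor of at least 2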; further: the source names both 10 and 20 µM as test concentration; values of inactives mirror those of a sister screen read the other way
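System: mouse IAP enzyme. Reagent: CDP-Star chemiluminescent phosphatase substrate. Benchmarks: DMSO wells, no-enzyme wells. Times: 30 min enzyme-substrate-compound incubation at room temperature. Detection: luminescence from enzymatic CDP-Star hydrolysis. Doses: test compounds delivered from DMSO solution.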
tim10-1 inh: growth inhibitors of tim10-1 mutant yeast; inhibition, % at 20 µM; S. cerevisiae tim10-1 ts strain growth, BacTiter-Glo, 24 h; 2.2% of 330,000 active;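 active means inhibition of at least 40%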;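 further: mutant grown at 25 °C; 0% = DMSO wells with yeast and 100% = wells holding no yeast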
Starred values were filed as active, the others as inactive; . = no result given.

Results follow in this order: hIAP inh, TIM10 inh, Apaf-1 inh, hIAP act, ATG4B inh, mIAP inh, NLRP3 yeast inh, mIAP act, tim10-1 inh
- O=C(NNS(=O)(=O)c1cc(Cl)cc(Cl)c1)c1sccc1-n1cccc1
 : 5, 25, 14, 0.95, -7, 13, -4, 0.87, 29
- Cc1cccc(NC(=O)C2CCC(CNC(=O)[C@@H]3Cc4ccccc4CN3)CC2)c1 (stereo not given in full)
 : -2, 6, 20, 1, 4, -7, 8, 1.1, 4
- CCOC(=O)CCN1C(=O)c2ccccc2Sc2ncccc21
 : -4, -4, -1, 1, -2, 0, 20, 1, 5
- CC(=O)NS(=O)(=O)c1ccc(NC(=O)c2cccc(S(=O)(=O)N3CCc4ccccc43)c2)cc1
 : 6, 6, -9, 0.94, -3, 0, -5, 1, 8
- COc1cccc(OCC(Cn2cnc3ccccc32)OC(C)=O)c1 (stereo not given)
 : 8, -10, 3, 0.92, -5, 3, -9, 0.97, 26
- COc1ccc(CCn2c(=N)c(C(=O)NC3CCCC3)cc3c(=O)n4cccc(C)c4nc32)cc1
 : 6, -5, 7, 0.94, -1, 5, 10, 0.95, 16
- CNCCC(Oc1ccccc1OC)c1ccccc1 (stereo not given)
 : 3, -4, -6, 0.97, 8, 12, 14, 0.88, -14
- CN(C)C(=O)c1cc(C(=O)c2ccc(F)cc2F)c[nH]1
 : -8, -11, 4, 1.1, 0, 1, 0, 0.99, -10
- COc1cc(OC)cc(C(=O)N[C@H](C(=O)OCC(=O)c2ccc3c(c2)NC(=O)CO3)C(C)C)c1
 : -13, 5, 16, 1.1, -20, -1, 10, 1, 13
- COC(=O)[C@H](Cc1c[nH]c2ccccc12)NC(=O)Nc1ccccc1OC
 : -15, -8, -4, 1.1, -6, -11, -13, 1.1, -13
- COc1ccc(C(=O)Nc2ccc(SC(F)F)cc2)cc1
 : -1, -8, 11, 1, -1, -5, 22, 1, 10
- Oc1ccc(-c2onc3ccc(Cl)cc23)cc1
 : -6, -2, 6, 1.1, -4, -3, -3, 1, 7
- Cc1cccc(NC(=S)NC(=O)c2oc3ccccc3c2C)n1
 : 6, -6, 10, 0.94, 10, 5, 22, 0.95, 4
- CC(C)CCNC(=O)CCS(=O)(=O)c1cccc2nonc12
 : 16, 1, 19, 0.84, 4, -8, 6, 1.1, 5
- COc1cccc(-c2cc(C(=O)N3CCCCC3C)no2)c1 (stereo not given)
 : 11, 14, -5, 0.89, -3, -9, 28, 1.1, 25

Results follow in this order: hIAP inh, TIM10 inh, Apaf-1 inh, hIAP act, ATG4B inh, mIAP inh, NLRP3 yeast inh, mIAP act, tim10-1 inh
- CC(=O)Nc1ccc(SC[C@H](Cc2ccccc2)N2CC[C@@H](C)CCC2=O)cc1
 : -6, 6, 5, 1.1, -12, -3, 16, 1, 23
- Cc1ccc(C(=O)Oc2cc(C)[nH]c(=O)c2[N+](=O)[O-])cc1
 : -9, -1, 7, 1.1, 6, 3, 21, 0.97, 8
- Cc1ccnc(NC(=O)c2ccc(Cl)c(NC(=O)c3ccccc3C)c2)c1
 : -4, 19, 5, 1, 3, -1, 15, 1, 8
- O=C(Nc1ccccc1C(=O)N1CCOCC1)c1ccco1
 : 9, 6, -5, 0.91, -6, 0, 24, 1, -13
- COc1ccccc1-n1c(SCC(=O)Nc2ccc(NC(C)=O)cc2)nc2c([nH]c3ccccc32)c1=O
 : -14, 15, 6, 1.1, 6, -16, 11, 1.2, 6
- NNc1ccc(Cc2ccc(Cl)cc2Cl)nn1
 : 7, 12, 11, 0.93, 5, 9, 18, 0.91, 23
- CCCn1nnc(NC(=O)c2ccc(-c3ccccc3)cc2)n1
 : 11, 15, -2, 0.89, 2, -6, 21, 1.1, 16
- COc1ccc(OC)c(NC(=O)CS(=O)(=O)Cc2nc(-c3ccccc3C)oc2C)c1
 : 2, 0, -50, 0.98, -12, 3, 9, 0.97, 10
- CCOc1ccc(NS(=O)(=O)c2cc3c4c(c2)CCN4C(=O)CC3)cc1
 : 12, 14, 1, 0.88, -10, 10, 11, 0.9, -2
- O=C1NN(c2ccc(Br)cc2)C(=O)/C1=C\c1ccc(O)cc1O
 : 21, -15, 4, 0.79, 9, 19, 20, 0.81, 6
- O=C(CCNS(=O)(=O)c1ccccc1C(F)(F)F)NC1CCCCCC1
 : -16, 7, -6, 1.2, 1, 2, 3, 0.98, 2
- COc1ccc(N2CCN(Cc3nc4c(c(=O)[nH]c(=O)n4C)n3CC(C)=O)CC2)cc1
 : -6, 1, -4, 1.1, 3, -5, 9, 1, -12
- O=C(Cn1nnc(-c2cccs2)n1)OC1CCCCC1
 : -14, -30, 11, 1.1, 5, 4, 18, 0.96, 21
- O=C(NCCc1cccnc1)C1CCC(=O)N(CCc2cccc(F)c2)C1 (stereo not given)
 : 25, 0, 14, 0.75, 3, -10, 15, 1.1, -7
- CSc1nc(C)c(CCOCc2ccc(F)cc2)c(=O)[nH]1
 : 0, 9, 1, 1, -3, 2, 15, 0.98, 3

Results follow in this order: hIAP inh, TIM10 inh, Apaf-1 inh, hIAP act, ATG4B inh, mIAP inh, NLRP3 yeast inh, mIAP act, tim10-1 inh
- CC(C)(C)C(O)CN1CCCC1 (stereo not given)
 : 8, 2, -23, 0.92, -1, 2, -6, 0.98, 4
- Cc1ccc(S(=O)(=O)N2CCC(C(=O)N3CCC[C@H]3C(=O)NC3CCS(=O)(=O)C3)CC2)cc1 (stereo not given in full)
 : -9, 2, -1, 1.1, 11, -5, 0, 1, -25
- COc1ccc2oc(=O)cc(C)c2c1
 : -11, -1, -9, 1.1, -1, -1, -15, 1, 0
- CCOC(=O)C1CCCN(Cc2nc(N)nc(Nc3ccc(Cl)cc3)n2)C1 (stereo not given)
 : -18, -10, 6, 1.2, -6, 5, 16, 0.95, -3
- CCC(c1nnnn1C1CCCC1)N1CCC(C(N)=O)CC1 (stereo not given)
 : 0, -17, 3, 1, 0, -12, -4, 1.1, 17
- Cc1onc(-c2ccccc2Cl)c1C(=O)O/N=C(\N)c1ccccc1
 : -8, 55*, 5, 1.1, 1, -1, 13, 1, 49*
- S=c1[nH]nc(-c2ccc3ccccc3n2)n1-c1ccccc1
 : -4, 30, -3, 1, -3, 4, 13, 0.96, 9
- CC(C(=O)Nc1nc2ccccc2s1)n1cc([N+](=O)[O-])cn1 (stereo not given)
 : -17, 20, -8, 1.2, -8, 13, 12, 0.87, 15
- CC(C)CN(CC(C)C)C(=S)NC1CCCCC1
 : 4, 23, 4, 0.96, 0, -4, -5, 1, 23
- COc1ccc(C)cc1NC(=O)NNC(=O)C1CCC(C(C)(C)C)CC1 (stereo not given)
 : -10, 15, 22, 1.1, 4, -8, 14, 1.1, -20
- Cc1c(/C=C2\SC(=Nc3cccc(C(=O)O)c3)NC2=O)c2ccccc2n1C
 : 2, 5, -1, 0.98, -13, 7, -6, 0.93, 1
- CCN(CC)Cc1c(C(=O)N/N=C(\C)c2ccncc2)nnn1-c1nonc1N
 : -7, 6, 3, 1.1, -4, 7, 15, 0.93, 4
- CCOC(=O)CNS(=O)(=O)c1ccc(C)cc1
 : 9, -3, 1, 0.91, 4, 14, 13, 0.86, -2
- S=c1[nH]nc(-c2cc(-c3ccccc3)n[nH]2)n1/N=C/c1ccccc1
 : -62, -10, 3, 1.6, -12, 3, 16, 0.97, -3
- COc1ccc(OCC(=O)N/N=C(/C)Cc2ccccc2)cc1
 : -15, 13, -7, 1.2, -15, 11, -3, 0.89, 5

mol	hIAP inh	TIM10 inh	Apaf-1 inh	hIAP act	ATG4B inh	mIAP inh	NLRP3 yeast inh	mIAP act	tim10-1 inh
Cc1ccc(S(=O)(=O)N2CN(Cc3ccco3)c3nc4ccccc4nc32)cc1C	-13	11	8	1.1	-15	3	7	0.97	18
COc1cccc(-c2n[nH]c(=S)n2Cc2ccco2)c1	-6	7	5	1.1	-4	15	3	0.85	11
COc1ccc([N+](=O)[O-])cc1NS(=O)(=O)c1cc(C(=O)O)ccc1OC	10	5	-6	0.9	-4	14	6	0.85	-9
Cc1ccc2nc(NC(=O)CSCC(=O)OCC(=O)c3ccc(Br)cc3)sc2c1	7	8	9	0.93	8	8	5	0.92	7
COC(=O)c1ccc(CC(=O)c2ccc(O)cc2O)o1	-25	-7	-1	1.2	-5	13	12	0.87	12
COc1cc(OC)cc(N(C(=O)c2snc(C(N)=O)c2N)C(C(=O)NCC2CCCO2)c2ccc(C)o2)c1 (stereo not given)	11	-8	10	0.89	.	0	5	1	13
O=C(NCc1ccco1)c1nnc(Cc2ccc(F)cc2)o1	-8	-4	-2	1.1	-7	-9	8	1.1	-10
Cc1nn(CCOc2cccc(Cl)c2)c(C)c1[N+](=O)[O-]	20	4	8	0.8	3	5	23	0.95	14
O=C(CN1CCN(c2ccccc2)CC1)Nc1scc2c1c(=O)oc1ccccc12	-3	9	3	1	-10	3	17	0.97	23
COc1cc(/C=N/NC(=O)c2cccnc2)cc2c1OCO2	30	5	-1	0.7	-9	8	0	0.92	5
CCc1sc(C(=O)Nc2cccc(-n3cnnn3)c2)cc1C	10	1	5	0.9	-9	-1	31	1	2
O=C(NCc1ccccn1)c1cc(S(=O)(=O)N2CCN(c3ccccc3)CC2)ccc1Cl	-2	-4	9	1	-5	-6	4	1.1	26
Cc1cccc(Oc2coc3cc(O)ccc3c2=O)c1	-3	19	4	1	-1	-7	10	1.1	48*
N=c1c2c3c(sc2ncn1CCN1CCOCC1)CCCC3	10	-25	-2	0.9	6	4	5	0.96	-15
COc1c(-c2ccccc2)oc2c(ccc3occc32)c1=O	4	-12	-8	0.96	7	2	45	0.98	7
CCCCc1ccc(Nc2nc(CCC)cc(=O)[nH]2)cc1	-40	15	40*	1.4	0	-5	7	1.1	12
O=C(CCNC(=O)Cn1ccc2ccccc2c1=O)NCCCN1CCOCC1	2	-10	-5	0.98	-6	7	5	0.93	-1
C[C@H](CO)N1C[C@H](C)[C@H](CN(C)C(=O)Nc2ccc(C(F)(F)F)cc2)Oc2c(NC(=O)c3ccncc3)cccc2C1=O	6	2	14	0.94	1	15	-30	0.85	-14

Looked up one by one from the entries so far (2):
mol	hIAP inh	TIM10 inh	Apaf-1 inh	hIAP act	ATG4B inh	mIAP inh	NLRP3 yeast inh	mIAP act	tim10-1 inh
Cc1ccc(S(=O)(=O)N2CN(Cc3ccco3)c3nc4ccccc4nc32)cc1C	-13	11	8	1.1	-15	3	7	0.97	18
CCCCc1ccc(Nc2nc(CCC)cc(=O)[nH]2)cc1	-40	15	40*	1.4	0	-5	7	1.1	12

5 entries from above, sorted by count of non-hydrogen atoms, highest first:
mol	hIAP inh	TIM10 inh	Apaf-1 inh	hIAP act	ATG4B inh	mIAP inh	NLRP3 yeast inh	mIAP act	tim10-1 inh
Cc1ccc2nc(NC(=O)CSCC(=O)OCC(=O)c3ccc(Br)cc3)sc2c1	7	8	9	0.93	8	8	5	0.92	7
COc1ccc([N+](=O)[O-])cc1NS(=O)(=O)c1cc(C(=O)O)ccc1OC	10	5	-6	0.9	-4	14	6	0.85	-9
COc1cc(/C=N/NC(=O)c2cccnc2)cc2c1OCO2	30	5	-1	0.7	-9	8	0	0.92	5
CCCCc1ccc(Nc2nc(CCC)cc(=O)[nH]2)cc1	-40	15	40*	1.4	0	-5	7	1.1	12
Cc1nn(CCOc2cccc(Cl)c2)c(C)c1[N+](=O)[O-]	20	4	8	0.8	3	5	23	0.95	14
